From PubChem
Polio RdRp inh – poliovirus RNA polymerase inhibition; P03300; poliovirus polymerase elongation, fluorescence polarization; active compounds read low; % elongation, % (compound at 16.7 µg/mL); 0.66% of 150,000 active; in the data active = % elongation below about 90%; also: some results filed as inactive read as strong as hits
Target sequence (P03300 1749-2209 limits assumed): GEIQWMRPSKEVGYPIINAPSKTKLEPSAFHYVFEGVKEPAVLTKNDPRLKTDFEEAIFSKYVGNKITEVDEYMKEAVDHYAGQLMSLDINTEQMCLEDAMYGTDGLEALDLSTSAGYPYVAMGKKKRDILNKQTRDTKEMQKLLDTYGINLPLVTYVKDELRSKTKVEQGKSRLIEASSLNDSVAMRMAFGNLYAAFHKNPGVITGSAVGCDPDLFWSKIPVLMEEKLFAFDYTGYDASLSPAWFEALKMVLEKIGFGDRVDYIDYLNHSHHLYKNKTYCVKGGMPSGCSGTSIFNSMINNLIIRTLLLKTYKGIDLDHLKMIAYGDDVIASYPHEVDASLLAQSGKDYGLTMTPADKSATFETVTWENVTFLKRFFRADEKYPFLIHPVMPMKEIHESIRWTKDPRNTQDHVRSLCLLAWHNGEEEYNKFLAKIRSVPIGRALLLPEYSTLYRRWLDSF
Polio RdRp inh FP z-score – further read-out of Polio RdRp inh, marked with its call; z-score; measured here: FP z-score; hits read low
Starred values were filed as active, the others as inactive.

smiles,Polio RdRp inh,Polio RdRp inh FP z-score
Cc1ccc(Nc2c3c(nc4nncn24)CCC3)c(C)c1,107.0,-0.3
CC1(C)CC2CC(C)(CN2C(=O)c2cc(-c3ccccc3)on2)C1 (centres undefined),105.0,1.4
COC(=O)c1c(NC(=O)CN2CCN(c3ccccc3O)CC2)sc2c1CCC2,102.0,-0.1
CC(=O)c1cccc(NC(=O)CSc2nnc3ccc(-c4ccc(F)cc4)nn23)c1,109.0,0.3
CC(NC(=O)c1cc(-c2ccc(Cl)cc2)n[nH]1)c1ccc2c(c1)OCCO2 (centres undefined),101.0,-0.5
CC(C(=O)O)n1cnc2scc(-c3ccc(Cl)cc3)c2c1=O (centres undefined),104.0,0.6
CCN1CCCC1CNC(=O)c1ccc2c(c1)sc1nc(-c3cccc(OC)c3)cn12 (centres undefined),96.0,-4.2
Cc1ccc(CN2CCc3[nH]c(=S)[nH]c(=O)c3C2)cc1,100.0,0.1
CCN(CC)P(=NC(=S)N1CCCC1)(c1ccccc1)N(CC)CC,101.0,0
Fc1ccc(C(Nc2ccccc2Cl)c2nnc(-c3ccccc3Cl)o2)cc1 (centres undefined),111.0,1.7
O=C(Nc1nc2c(Cl)cccc2s1)c1ccc2ncsc2c1,99.0,-0.3
CC(=O)Nc1ccc(NC(=O)C(C)OC(=O)c2cc(C)oc2C)cc1 (centres undefined),99.0,-0.3
COC(=O)N1CCc2cc(OC)c(OC)cc2C1c1ccc(OC)c(OC)c1 (centres undefined),100.0,-1
CC1Cc2ccccc2N1C(=O)C1CCN(S(=O)(=O)c2ccc(-n3cnnn3)cc2)CC1 (centres undefined),102.0,0
CCOC(=O)c1ccccc1NC(=O)COc1ccccc1-c1nnc(-c2ccccc2)o1,111.0,0.5
CSC1=NCCN1C(=O)C(C)(C)Oc1ccc(Cl)cc1,102.0,0.4
CCOC(=O)COc1ccc(F)cc1C(=O)c1ccn2nc(-c3ccc(C)cc3)cc2n1,108.0,1
Cc1onc(-c2ccccc2)c1C(=O)NC(C)C,104.0,0.4
Cc1c(-c2ccc(C#N)cc2)oc2ccccc2c1=O,101.0,0.4
O=C(NCC(c1ccco1)N1CCCC1)c1ccc(Cl)cc1 (centres undefined),103.0,0.9
O=c1c2cnn(-c3cccc(Cl)c3)c2ncn1CC1CCCO1 (centres undefined),108.0,0.5
NNC(=O)c1cccc(S(=O)(=O)Nc2cccc(C(F)(F)F)c2)c1,102.0,-0.3
CCc1ccc(C(=O)c2cn(CC(=O)Nc3ccc4c(c3)OCCO4)c3ccc(F)cc3c2=O)cc1,105.0,0.1
O=C1c2ccccc2O[C@@H](c2ccc(Cl)cc2)[C@@H]1O,104.0,0
O=C(CSc1nc2ccccc2n1Cc1ccccc1F)NCc1ccccc1,111.0,0.9
CCN1CCN(c2ccc(N)cc2C)CC1,97.0,-1
Cc1ccc(Cl)cc1NC(=O)CN1C(=O)CCc2ccccc21,112.0,1.2
COc1cccc(OCc2nc3ccccc3[nH]2)c1,100.0,-0.1
COc1ccc(NC(=O)CN(c2ccc(C)cc2)S(=O)(=O)c2ccc(OC)cc2)cc1,103.0,0.5
CC(C)S(=O)(=O)c1cscc1N1C(=O)c2ccccc2C1=O,104.0,-0.3
CCc1ccccc1N(c1nc(-c2ccc(OC)c(OC)c2)no1)c1nc(-c2ccc(OC)c(OC)c2)no1,102.0,-1.3
O=C(OCn1nnc2ccccc2c1=O)C(c1ccccc1)c1ccccc1,105.0,1
CN(CC(=O)Nc1ccccc1C(=O)Nc1ccccc1)C1CCS(=O)(=O)C1 (centres undefined),103.0,0.1
CC(=O)N1CCOc2cc(S(=O)(=O)Nc3cc(C(F)(F)F)ccc3Cl)c(C)cc21,109.0,0.7
CCOC(=O)c1cnc(SCC(=O)N2CCCCC2C)nc1N (centres undefined),100.0,-1.1
CC(=O)c1ccc(N2CCN(S(=O)(=O)c3ccc4c(c3)C(C)(C)C(=O)N4)CC2)cc1,104.0,-0.3
Brc1cccc(CNCCSc2nnnn2-c2ccccc2)c1,106.0,-0.2
Cc1c(Cc2ccccc2)c(-n2ccnc2C)n2c(nc3ccccc32)c1C#N,101.0,-0.2
Nc1cccc2c1C(=O)N(c1ccc(Cl)c(Cl)c1)C2=O,97.0,-1.4
Cc1cc(C)cc(NC(=O)c2nnn(Cc3cccc(Br)c3)c2N)c1,102.0,-1.1

Among those listed so far, 2 have a cyano group:
smiles,Polio RdRp inh,Polio RdRp inh FP z-score
Cc1c(-c2ccc(C#N)cc2)oc2ccccc2c1=O,101.0,0.4
Cc1c(Cc2ccccc2)c(-n2ccnc2C)n2c(nc3ccccc32)c1C#N,101.0,-0.2

No new results follow: entries from further up.
smiles,Polio RdRp inh,Polio RdRp inh FP z-score
CC(=O)c1ccc(N2CCN(S(=O)(=O)c3ccc4c(c3)C(C)(C)C(=O)N4)CC2)cc1,104.0,-0.3
Brc1cccc(CNCCSc2nnnn2-c2ccccc2)c1,106.0,-0.2
Cc1c(Cc2ccccc2)c(-n2ccnc2C)n2c(nc3ccccc32)c1C#N,101.0,-0.2

(cont.)
smiles,Polio RdRp inh,Polio RdRp inh FP z-score
O=C(NC1CCN(Cc2ccccc2)CC1)c1ccc(Cn2c(=O)c3ccccc3n(Cc3cccc(F)c3)c2=O)cc1,103.0,-0.9
COc1ccc(Cl)cc1NC(=O)Cn1ncc2c3ccccc3n(Cc3ccccc3)c2c1=O,108.0,-0.1
CCN(Cc1ccncc1)Cn1c(=S)oc2ccccc21,102.0,0.1
CC(C)Cn1c(=O)c(C2=NS(=O)(=O)c3ccccc3N2)c(O)c2ccccc21,103.0,0.7
Cc1occc1C(=O)N1CCN(c2ccc(Cl)c(Cl)c2)CC1,100.0,-0.1
O=C(CCCCCn1c(=O)[nH]c2ccsc2c1=O)NCc1ccccc1,110.0,1.5
O=S(=O)(Nc1cc(C(F)(F)F)ccc1N1CCc2ccccc2C1)c1cccc2nonc12,101.0,-0.1
CC(=O)Nc1ccc(NC(=O)c2ccc3c(c2)NC(=O)c2ccccc2S3)cc1,109.0,0.8
COc1ccc(NC(=O)c2ccc3c(c2)c(C)c(C)n3Cc2ccc(F)cc2)cc1,107.0,0.1
COc1ccc(OC)c(Nc2nc(-c3c(C)nc4sccn34)cs2)c1,102.0,0
Cc1cccc(NC(=O)C2CCN(c3nnc(-n4c(C)ccc4C)s3)CC2)c1C,108.0,0.4
COc1cc(OC)c(C2C=C(c3ccc(C)cc3)Nc3c(C(=O)Nc4ccccc4)cnn32)cc1OC (centres undefined),107.0,0.3
O=C1CCCc2[nH]c(=O)c(-c3nc(-c4cccc([N+](=O)[O-])c4)cs3)cc21,108.0,0.6
O=C(Nc1ccc(N2CCCCC2)cc1)c1cccnc1,100.0,-0.5
CCOC(=O)/C(=C\Nc1ccc(F)c(Cl)c1)S(=O)(=O)c1ccc(Cl)cc1,108.0,0.8
CNC(=O)c1cc(C#N)c(SCC(=O)O)nc1N,96.0,-0.5

Further structures
Values in the order: Polio RdRp inh | Polio RdRp inh FP z-score
O=P1(NCc2ccco2)C=C(c2ccccc2)SC(c2ccccc2)=C1
    105.0 | 0.4
CCOC(=O)COc1ccc([N+](=O)[O-])cc1-c1ccnc2cc(-c3ccc(C)cc3)nn12
    100.0 | -1.4
COc1ccccc1CNC(=O)CN1C(=O)COc2ccc(S(=O)(=O)N3CCCCC3)cc21
    118.0 | 0.4
Cc1cc(=O)[nH]c2nnc(SCc3ccccc3F)n12
    99.0 | -1.7
Cc1ccc(NC(=O)Cn2c(=O)n(CCC(C)C)c(=O)c3cccnc32)cc1C
    105.0 | 0.2
CSc1ccc(CCNC(=O)C(C)n2nc(C)c3c(C)n(-c4ccccc4)nc3c2=O)cc1 (centres undefined)
    113.0 | 0.9
COc1cccc(/C=C/c2nc(C#N)c(NCCN(C)C)o2)c1
    111.0 | 0.6
Cc1ccc2c(c1)C1OCCC1C(c1cccs1)N2 (centres undefined)
    101.0 | -0.4
CCc1ccc(CN(C(=O)c2nc(SC)ncc2Cl)C2CCS(=O)(=O)C2)cc1 (centres undefined)
    117.0 | 0.2
O=C(Nc1ccccc1)c1cnc2n(c1=O)CCS2
    98.0 | -0.7
C=C(C)C1CC=C(CN2CC(C)OC(C)C2)CC1 (centres undefined)
    101.0 | 0.1
COc1ccccc1NC(=O)CCNS(=O)(=O)c1ccc2c(c1)CCCC(=O)N2
    102.0 | -1.3
Cc1cccc(COn2cccc(C(=O)Nc3ccc(Cl)cc3C(F)(F)F)c2=O)c1
    103.0 | 0.4
CCOc1ccc(-c2cn3c(n2)sc2cc(C(=O)NCCC4=CCCCC4)ccc23)cc1
    101.0 | -1
CN(C)C1(CNC(=O)CNC(=O)c2ccccc2Br)CCCCC1
    103.0 | 0.2
COC(=O)COc1ccc(S(=O)(=O)Nc2ccc(F)c(Cl)c2)cc1
    100.0 | 0
O=C(CN1CCOCC1)Nc1scc2c1c(=O)oc1ccccc12
    102.0 | 0.2
CS(=O)(=O)n1c(=O)sc2ccccc21
    101.0 | -0.3
CCN(CC)C(=O)Oc1c(Br)cc(Br)c2ccc(C)nc12
    102.0 | 0.1
CC(C)n1nnc(CC(=O)NN)n1
    102.0 | 0.1
NC(=S)NC(=O)/C=C/c1ccccc1
    102.0 | 0
CCOC(=O)c1[nH]c(C)c(C(=O)N2CCc3ccccc3C2)c1C
    101.0 | 0.5
Cc1cc2c(cc3c(SCc4cccc(Cl)c4)nnc(C)n32)o1
    107.0 | 0.1
O=C(Nc1ccc(Oc2ccccc2)cc1)C1CCN(S(=O)(=O)c2ccc(Cl)cc2)CC1
    106.0 | 0.2
COc1ccc(CSC(=N)N)cc1Cl
    100.0 | -0.4
O=C(CCn1c(=O)c2cccn2c2ccc(F)cc21)NC1CCCCC1
    104.0 | 1.1
CS(=O)(=O)N1CCc2cc(C(=O)Nc3ccc(C(F)(F)F)cc3)ccc21
    104.0 | -0.6
CC(=O)N(c1ccccc1)c1nc(CSc2nnnn2C)cs1
    102.0 | -0.1
CC1CC(C)CN(C(=O)Cn2c3ccccc3c3cn[nH]c(=O)c32)C1 (centres undefined)
    100.0 | -0.8
COc1ccc(-c2nnc(Nc3ccc(Cl)cc3)c3ccccc23)cc1
    103.0 | 0.4
CC1Nc2c(c(=O)oc3ccccc23)NC1=O (centres undefined)
    105.0 | 0.7
O=C(Oc1cc(Cl)cc(Cl)c1)C12CC3CC(CC(C3)C1)C2
    108.0 | 0.6
CCC(=O)Nc1nnc(-c2ccco2)o1
    98.0 | -1.9
CC(=O)Nc1cc(C(=O)O)ccc1S(=O)(=O)c1ccc(C)cc1
    99.0 | -0.4
O=C(Cc1cccc2ccccc12)Nc1ccc(N2CCOCC2)c(Cl)c1
    102.0 | 0
O=C1OCCC1Sc1nc(C2CCCCC2)n(-c2ccccc2)n1 (centres undefined)
    104.0 | 0.2
COc1ccc(CCN2C(=O)C(C)SC2c2cccnc2)cc1 (centres undefined)
    105.0 | 0.5
CC(C)(CSc1ncccn1)NS(=O)(=O)c1ccccc1
    99.0 | -0.9
Cc1cc(C)cc(NC(=O)[C@H]2O[C@@H]3OC(C)(C)O[C@@H]3[C@H]3OC(C)(C)O[C@H]32)c1
    105.0 | -0.4
CC1=C(C(=O)OC2CCCC2)C(c2cccc(Cl)c2)CC(=O)N1 (centres undefined)
    101.0 | -0.1
Nc1ccccc1C1C=NNC1=O (centres undefined)
    149.0 | 6.9
O=C(NC(=S)NC12CC3CC(CC(C3)C1)C2)c1ccco1
    103.0 | 0.6
CC(C)(C)P(=NC(=O)C(F)(F)F)(N1CCCCC1)N1CCCCC1
    99.0 | -0.3
Cc1nnc(COC(=O)c2cccc(S(=O)(=O)N3CCCCC3C)c2)o1 (centres undefined)
    103.0 | 0
CC(NS(=O)(=O)c1ccc(C(C)(C)C)cc1)c1ccccc1 (centres undefined)
    98.0 | -0.6
NS(=O)(=O)c1ccc(CCNC2=CC(=O)CC(c3ccco3)C2)cc1 (centres undefined)
    100.0 | 0
Cc1sc2c(c1C)c(=O)n(CCc1ccccc1)c(=O)n2Cc1ccc(C(C)(C)C)cc1
    110.0 | 0.9
CCOc1ccccc1CNC(=O)CCn1ccc2cc(S(=O)(=O)N3CCC(C)CC3)ccc21
    107.0 | -0.3
CCN(C(=O)C(Cc1ccccc1)NS(=O)(=O)c1cccc2nsnc12)c1ccccc1 (centres undefined)
    104.0 | 0
O=S(=O)(c1ccccc1)c1nnn2c1nc(N1CCN(c3ccccc3)CC1)c1cc(Cl)ccc12
    99.0 | -1.7
O=C(COC(=O)C1CC(=O)N(Cc2ccco2)C1)c1ccc(OC(=O)c2ccco2)cc1 (centres undefined)
    100.0 | -0.2
O=C(O)CCc1nc2ccccc2c(=O)[nH]1
    100.0 | -0.8
CCOc1ccc(CC(=O)Nc2c(C(=O)c3ccc(F)cc3)oc3ccc(Cl)cc23)cc1OCC
    108.0 | 1.1
COC(=O)C1=CN(C2CC2)C=C(C(=O)OC)C1c1ccc(O)cc1
    100.0 | -0.2
N#Cc1ccc(-c2cccs2)nc1SCc1ccc(Cl)cc1Cl
    110.0 | 1.6
Cc1ccc(NC(=O)Cn2ccsc2=N)c(Br)c1
    99.0 | -0.5
O=C(Nc1ccc2nc3n(c(=O)c2c1)CCCC3)c1cccc(F)c1
    105.0 | 1.2
COc1ccc2c(c1)N(C)/C(=C1/SC(=Nc3ccc(C)cc3)N(C)C1=O)S2
    102.0 | 0
O=C1NC2C3CC4CC(C3)CC2(C4)O1 (centres undefined)
    104.0 | 0.6

Some of the compounds tested; the hit share may differ from the screen's.
